# PTEN del growth: PTEN-deleted cell growth suppression; AID 827; 1.2% of 140,000 active; viability, % at 10 µM; HCT116 PTEN-null viability, CellTiter-Glo, 60 h; active compounds read low;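 active = viability at or below a set limit, 4 SD under the median of all tested compounds, cut at about 3.7% in these data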;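 also: PTEN knockout HCT116 line with beta catenin targeted HCT116 as companion control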
# GALR2 blocker: antagonists of human galanin receptor 2 (GALR2) | O43603 | GALR2-expressing cells, antagonist mode | inhibition, % at 4 µM | 0.39% of 140,000 active | AID 828; in the data active = inhibition above about 27%;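 also: cells stimulated with galanin 1-16 at roughly its EC80; 0% = agonist challenge control and 100% = basal control without agonist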
# Target sequence (O43603 whole entry, looked up): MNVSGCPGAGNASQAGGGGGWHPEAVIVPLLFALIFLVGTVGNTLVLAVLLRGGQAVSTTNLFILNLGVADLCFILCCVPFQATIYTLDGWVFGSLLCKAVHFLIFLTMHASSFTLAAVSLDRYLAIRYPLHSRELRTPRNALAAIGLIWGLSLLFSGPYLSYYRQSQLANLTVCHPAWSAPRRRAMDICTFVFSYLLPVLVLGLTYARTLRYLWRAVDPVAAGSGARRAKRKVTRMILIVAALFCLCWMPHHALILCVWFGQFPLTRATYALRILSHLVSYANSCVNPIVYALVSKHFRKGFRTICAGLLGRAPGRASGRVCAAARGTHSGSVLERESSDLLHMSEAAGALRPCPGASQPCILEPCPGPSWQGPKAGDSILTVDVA
# bCat KO growth: beta-catenin-lacking colon tumor cell growth suppression | 1.5% of 140,000 active | AID 818 | viability, % at 10 µM | HCT116 beta-catenin knockout viability, CellTiter-Glo, 60 h; active compounds read low;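 active = viability at or under a set limit, the compound median less 4 SD, cut at about 6% in these data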;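 also: 0% = Hyamine 1622 control at 20 µM and 100% = untreated cell control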
# NPY-Y2 antag: antagonists of human neuropeptide Y receptor Y2 | P49146 | NPY-Y2 expressing cells, antagonist mode | inhibition, % at 2.7 µM | 0.99% of 140,000 active; in the data active = inhibition above about 17%;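 also: 0% = vehicle with agonist challenge and 100% = reference antagonist with challenge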
# Target sequence (P49146 whole entry, looked up): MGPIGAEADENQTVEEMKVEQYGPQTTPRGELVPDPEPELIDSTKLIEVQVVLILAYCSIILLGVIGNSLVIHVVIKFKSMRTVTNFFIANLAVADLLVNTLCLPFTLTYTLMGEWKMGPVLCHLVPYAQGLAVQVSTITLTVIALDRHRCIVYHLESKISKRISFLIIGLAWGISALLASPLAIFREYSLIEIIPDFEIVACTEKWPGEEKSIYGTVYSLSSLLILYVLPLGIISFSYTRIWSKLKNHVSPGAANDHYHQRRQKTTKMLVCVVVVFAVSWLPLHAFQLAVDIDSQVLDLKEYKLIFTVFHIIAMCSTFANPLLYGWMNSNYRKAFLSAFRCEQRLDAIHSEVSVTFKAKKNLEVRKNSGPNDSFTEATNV
# BB579 growth dn: chemicals that inhibit yeast BB579 growth in restrictive medium (lifespan-shortening candidates); inhibition, % at 10 µM; 0.51% of 140,000 active; S. cerevisiae BB579 growth, OD615, 48 h;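 active = inhibition above a set limit, 3 SD over the mean compound inhibition, cut at about 44% in these data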; also: inactives centre near -24
#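 System: Saccharomyces cerevisiae DeaD strain BB579, replicative lifespan model yeast | Buffer or medium: Restrictive glucose-based CSMM-D medium | Times: 4 h preincubation and 48 h exposure at 30 °C | Detection: OD615 turbidity measurement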
# Measles CPE: protection of cells from measles virus | Measles virus-infected cells, CPE protection, absorbance | protection (pct of control), % at 4 µM | 1.5% of 140,000 active; in the data active = protection mostly above about 24%, no sharp cut-off; inactive = mostly below about 26%; also: some compounds called inactive have numbers as strong as hits
# Phagocytosis inh: macrophage phagocytosis inhibition; J774A.1 macrophage IgG-bead phagocytosis, imaging; inhibition, % at 5 µM; 0.07% of 110,000 active; AID 1029;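 active = inhibition above the mean of the plate negative controls plus 5 SD, cut at about 13% in these data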;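 also: phagocytic index as fraction of beads internalized from green versus red external bead signal; plate controls were DMSO negative control for no effect and cytochalasin-D positive control for full effect; some results beyond the cut were filed as inactive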
# Yeast life ext: extends the lifespan of yeast; S. cerevisiae growth with nicotinamide, OD615; deaD strain in restrictive glucose medium; 0.68% of 130,000 active; inhibition of the nicotinamide effect, % at 10 µM;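 active = inhibition above a set limit, placed 3 SD over the median of all compounds, cut at about 26% in these data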;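 also: 0% = nicotinamide-treated wells and 100% = cells grown without nicotinamide; some compounds called inactive have numbers as strong as hits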
#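 Buffer or medium: CSMM-D glucose medium, restrictive; test system: modified budding yeast, DeaD strain; compound: single dose 10 µM compound, 0.25% DMSO; schedule: culture preincubation 4 h, compound exposure 48 h, both 30 °C; detection: optical density (absorbance) at 615 nm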
# MRP1 act: activates MRP-1; viability increase, % at 10 µM; H69AR cells + doxorubicin, viability rescue, CellTiter-Glo; 0.61% of 140,000 active;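 active = viability gain under doxorubicin at or above a set limit, the compound median plus 3 SD, cut at about 4.7% in these data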;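 also: MRP-1 overexpressing cells given doxorubicin 25 µM after compound pretreatment; 18-22 h compound pretreatment then 72 h with doxorubicin before readout; 0% = doxorubicin-only wells and 100% = vehicle-treated cells without doxorubicin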
# E-sel TNF inh: TNF alpha driven E-selectin expression inhibition; HUVEC TNFa-induced E-selectin immunofluorescence, high content; inhibition, % at 2 µM; 0.71% of 120,000 active; AID 1246;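 active = inhibition above the batch mean plus 3 SD, and confirmed as a hit on visual image review, cut at about 43% in these data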;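 also: 0% = TNF-stimulated DMSO wells and 100% = unstimulated control wells; not every result past the cut was called active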
# An asterisk follows results filed as active; . = no result given.
SMILES,PTEN del growth,GALR2 blocker,bCat KO growth,NPY-Y2 antag,BB579 growth dn,Measles CPE,Phagocytosis inh,Yeast life ext,MRP1 act,E-sel TNF inh
O=C(O)c1ccccc1-c1ccc(/C=c2\sc3nc4cc(Br)cnc4n3c2=O)o1,100,-3,96,1,-30,8,.,-4,-3.0,24
CCCc1nc(N)c(C#N)c(-c2ccco2)c1CC,88,-17,88,11,-32,20,0,1,-6.4,6
N=c1sccn1CC(=O)Nc1ccccc1-c1ccccc1,92,4,88,7,-16,0,-1,-4,-2.6,-48
COc1ccccc1OCC(=O)Nc1nonc1NC(=O)COc1ccccc1OC,93,6,96,3,-9,22,-2,2,-0.8,.
Cc1cc(C)c2c(n1)SCC(=O)N2CC(=O)NCCC1=CCCCC1,90,-2,95,1,8,3,0,-9,-3.4,-10
Cc1cccc(N2CC(C(=O)Nc3nnc(SCC(=O)Nc4cc(C)on4)s3)CC2=O)c1 (configuration not stated),93,-5,74,12,-27,9,-1,-2,-0.8,.
O=C1CSC(=Nc2cc(Cl)ccc2Cl)N1,120,15,103,4,10,5,0,-10,-0.9,-10
O=[N+]([O-])c1ccc(NC(=S)N/C(=N/CS(=O)(=O)c2ccccc2)c2ccccc2)cc1,97,-7,88,0,-48,8,-3,-30,-4.7,-4
Cc1ccc(NC(=S)N2CCC(N(C)CC3CCCO3)CC2)c(C)c1 (configuration not stated),91,2,88,-1,-23,29,6,2,-1.1,.
CCN=c1sc2ccccc2n1CC(O)COc1ccccc1 (configuration not stated),73,-9,77,10,20,5,0,-8,-2.3,21
COc1ccccc1OCCn1c(CO)nc2ccccc21,96,12,83,2,-52,15,0,2,-0.4,-32
CCSc1nnc(-c2cc3c(s2)-c2ccccc2CC3)o1,90,-6,86,8,-61,5,0,-16,-1.7,8
O=C(NCCCN1CCOCC1)c1cc(-c2ccc(Cl)cc2)on1,102,-1,90,3,-20,2,.,-8,-4.0,7
CN(C)CCNC(NC(=O)c1cccs1)C(Cl)(Cl)Cl (configuration not stated),88,-2,102,1,-13,30,-6,4,-1.0,-10
COc1ccc(NC(=O)CCN2CCCC2)c(OC)c1,97,-5,97,2,-21,3,.,.,1.7,9
CCOC(=O)C1CCN(Cc2ccc(F)c(F)c2)CC1,93,-5,90,3,-4,16,-1,-3,-2.4,14
COC(=O)c1ccc(CSCC(=O)Nc2cc(OC)cc(OC)c2)o1,99,-2,106,2,-5,4,-1,-8,-1.7,.
COc1ccccc1CNC(=O)CCc1nc2ccccc2c(=O)[nH]1,88,-24,85,3,-31,6,0,-4,-2.2,-9
O=C(NCCOc1ccccc1Cl)C(=O)Nc1ccccc1,81,6,88,9,-30,4,.,1,-1.1,.
O=C(O)c1cc2c(ccc3ccccc32)[nH]1,83,0,93,6,36,42,-2,-24,2.3,-16
N#Cc1c(SCC(=O)Nc2ccccc2)nsc1SCC(=O)Nc1ccccc1,92,11,80,6,-7,28,-6,1,-1.8,.
Cc1cccc(OCCCC(=O)Nc2ccc(N3CCCCC3)cc2)c1C,79,-7,83,1,-26,4,-4,2,-3.5,-61
COc1ccc(C2C(C(C)=O)=C(C)N=c3s/c(=C\c4cc(C)n(C)c4C)c(=O)n32)c(OC)c1 (configuration not stated),47,-3,56,2,-38,8,-1,-6,0.7,-24
COc1cc(C=O)ccc1OCCOCCOc1ccc(Cl)cc1,77,-1,68,1,-34,5,.,-23,1.7,0
Cc1ccc(C)c(NC(=O)c2ccccc2O)c1,81,15,82,-1,-10,27,0,-17,-1.8,-4
Cc1cc(NC(=O)c2cc(-c3ccccc3)on2)n(-c2ccccc2)n1,94,3,91,3,-21,15,2,3,-0.5,15
O=C(Oc1ccc2c(c1)OCO2)c1ccc(Br)c(S(=O)(=O)N2CCOCC2)c1,71,-4,81,3,-32,14,-1,-13,-0.7,-19
O=C(CC(c1ccccc1O)N1CCCCC1)N1CCCCC1 (configuration not stated),98,-1,114,-1,-45,12,-2,-12,-1.5,14
NCC12CC3CC(CC(O)(C3)C1)C2,107,3,100,3,-57,9,-1,-3,-1.0,-12
CCOc1ccc2[nH]c(=O)c(CN(CCOC)C(=O)N3CCOCC3)cc2c1,101,3,98,0,-33,18,-1,-12,-1.2,-16
COc1ccc(S(=O)(=O)N2CCC(C(=O)N3CCc4ccccc4C3)CC2)cc1C,84,-6,89,4,-43,8,-2,0,-3.0,-19
COC(=O)c1ccc(S(=O)(=O)NCc2cccc(OC)c2)n1C,103,5,103,-1,-14,13,0,-2,-0.3,64*
Nc1nnc(SCC(=O)c2ccc3ccccc3c2)s1,79,3,93,4,-29,3,2,-18,-0.9,8
Cc1ccccc1NC(=O)CN1C(=S)NC(C)(C)CC1C (configuration not stated),90,0,99,1,-18,4,-2,-3,-2.1,15
COC(=O)CSc1nc2cc3c(cc2cc1C#N)OCO3,92,-3,80,2,-10,21,-2,-24,-2.5,18
CC(C)c1ccccc1-n1c(SCC(=O)N2CCN(c3ccccc3)CC2)nnc1-c1cccnc1,57,2,56,-1,-46,6,.,-7,-4.0,-7
CC(C)C(=O)N=c1sc2cc(F)cc(F)c2n1C,94,-8,91,0,-23,4,0,-13,-1.6,.
O=C(CCSc1nnc(-c2ccccc2)o1)N1CCOCC1,89,-15,103,2,5,12,-3,-2,-1.2,-15
Cc1ccc(-c2nc(CSCC(=O)NCCN3CCN(Cc4ccccc4)CC3)c(C)o2)cc1,57,10,36,6,-39,5,-2,-11,-3.6,-18
Cc1ccoc1C(=O)Nc1ccc(CC(=O)O)cc1,91,-4,99,0,-17,8,-3,-9,-0.7,-4
CCOC(=O)C1=C(C)NC(=O)NC1c1cccnc1 (configuration not stated),89,-7,102,6,3,24,0,-4,0.2,-30
CCCC1CCC(C(=O)n2nc(N)c3cc4ccc(OC)cc4nc32)CC1 (configuration not stated),99,7,101,0,-30,5,.,7,-2.7,-24
Cc1ccc(C)c(NC(=O)C2(C)CC3c4ccccc4C2c2ccccc23)c1 (configuration not stated),83,-1,78,-2,-13,2,.,-16,-1.0,-32
CC1CCCCC1NC(=O)c1cc2c(s1)CS(=O)(=O)C2 (configuration not stated),103,7,87,1,-41,5,-4,-10,-0.2,-12
CC(CN(C)Cc1ccccc1)OC(=O)c1ccccc1F (configuration not stated),100,-5,91,6,-3,23,-7,6,-0.7,.
Cc1cccc(NC(=O)CSc2nnc(CCCCCNC(=O)OC(C)(C)C)o2)c1C,93,8,94,5,-14,7,2,-18,-3.6,-1
O=C(NN=C1c2ccccc2-c2ccccc21)c1ccccn1,72,0,85,11,-13,7,.,-1,-4.2,-34
CC1CCCC(NC(=O)COC(=O)c2ccc3ccccc3n2)C1C (configuration not stated),103,-7,99,4,-29,14,1,-8,-1.1,6
Cc1cccc(/C=N/NC(=O)Cn2nc(C)cc2C)n1,95,9,95,-1,-17,14,-4,8,-0.4,.
COC(=O)C(F)(F)Sc1c(C)[nH]c2ccccc12,92,-1,87,4,-15,15,.,-5,-2.5,-14
CCC(C)Sc1nc2ccccc2n1CC(=O)O (configuration not stated),96,-13,88,7,-38,5,-2,-2,0.7,.
COCCN(C(=O)Cc1cccs1)C(C(=O)NCc1ccc(OC)cc1)c1ccccc1 (configuration not stated),74,7,75,6,-13,8,1,-2,-1.1,-23
O=C(Cn1cnc2ccccc2c1=O)Nc1ccc2c(c1)OCCO2,88,-6,86,0,-4,9,-1,-6,-0.6,.
CCOC(=O)C(CCCOc1ccc(C)cc1)C(=O)OCC,92,-7,89,10,-22,15,.,-6,-0.5,5
CC(C)(C)NC(=O)C(OC(=O)Cn1nnc(-c2ccc(F)cc2)n1)c1ccncc1 (configuration not stated),106,1,89,2,-32,22,0,2,-0.8,.
O=c1sc2ccccc2n1CCOc1ccccc1,89,10,91,6,-10,9,-1,-18,0.3,.
CCOC(=O)Cc1cc(=O)n2[nH]c(C)c(-c3ccccc3)c2n1,94,6,102,6,-46,5,.,-19,1.2,-8
CC(=O)Nc1ccc(S(=O)(=O)N2CCCC2C(=O)O)cc1 (configuration not stated),95,3,92,2,-9,8,0,-9,-0.1,1
Cc1cc(=O)n2ncnc2n1COCCO,101,2,98,5,-38,8,1,-17,-1.6,-11
COc1cccc(C(=O)OCCCN(C)C)c1,110,-2,98,4,-20,16,-3,0,-0.5,-17
# Next part
SMILES,PTEN del growth,GALR2 blocker,bCat KO growth,NPY-Y2 antag,BB579 growth dn,Measles CPE,Phagocytosis inh,Yeast life ext,MRP1 act,E-sel TNF inh
Cc1nn(Cc2ccc(Cl)c(Cl)c2)c(C)c1NC(=O)c1cn(-c2ccccc2)nc1-c1ccccc1,86,15,80,0,-52,11,-2,-4,-3.2,12
COc1ccc(C(=O)NCC(c2cccnc2)N2CCN(c3ccc(F)cc3)CC2)cc1OC (configuration not stated),83,-6,84,0,-24,13,.,3,-3.5,.
COc1cc(/C=C2/C(=O)N(c3ccccc3)N=C2C)ccc1OS(=O)(=O)c1ccccc1,87,-10,98,3,-8,1,-6,8,-3.0,13
COc1oc(-c2ccccc2)nc1C(F)(F)F,108,0,94,3,-10,24,0,-6,0.8,-15
COc1cc(CC(=O)NNC(=O)c2cc(C)oc2C)cc(OC)c1OC,104,-3,83,1,-9,11,-2,3,0.1,3
O=C(CN1CCN(CCN2C(=O)c3cccc4cccc(c34)C2=O)CC1)c1ccc(Cl)cc1,37,-6,35,2,-10,2,-10,19,-1.1,-26
COc1ccc(/C=C/C(=O)Nc2ccc(-c3nnc4n3CCCCC4)cc2)c(OC)c1,91,-19,82,-2,-17,13,-9,-6,-0.8,.
COC(=O)C1=C(SC)N(c2ccc(OC)cc2)C(c2ccccc2)CC1=O (configuration not stated),89,-17,96,6,-59,7,4,8,-2.5,-5
CCC(C)N1CCCC1C(=O)Nc1c(C)cc(C)cc1C (configuration not stated),99,13,104,0,-37,10,.,.,-1.6,-29
CCOCCn1c(COc2ccc(C)cc2)nc2ccccc21,77,10,80,3,0,29*,-2,-1,-1.3,-3
O=C(NCc1ccc(Cl)cc1)c1cc(=O)nc2sc(-c3ccccc3)nn12,40,-5,62,2,-45,11,0,-1,-1.4,10

# Random excerpt: 4 records from the list
SMILES,PTEN del growth,GALR2 blocker,bCat KO growth,NPY-Y2 antag,BB579 growth dn,Measles CPE,Phagocytosis inh,Yeast life ext,MRP1 act,E-sel TNF inh
CC(C)(C)NC(=O)C(OC(=O)Cn1nnc(-c2ccc(F)cc2)n1)c1ccncc1 (configuration not stated),106,1,89,2,-32,22,0,2,-0.8,.
CC1CCCCC1NC(=O)c1cc2c(s1)CS(=O)(=O)C2 (configuration not stated),103,7,87,1,-41,5,-4,-10,-0.2,-12
Nc1nnc(SCC(=O)c2ccc3ccccc3c2)s1,79,3,93,4,-29,3,2,-18,-0.9,8
COC(=O)C(F)(F)Sc1c(C)[nH]c2ccccc12,92,-1,87,4,-15,15,.,-5,-2.5,-14

# Screening data: PubChem BioAssay, several laboratories
